High-throughput results as filed in PubChem BioAssay.
Rad51 HR inh: blocks human Rad51 in homologous recombination | Q06609 | inhibition, % at 10 µM | hRad51 DNA strand exchange, fluorescence dequenching | 200,000 compounds, 0.085% hits;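 active = inhibition above 40% at the single screening dose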;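 also: 0% = DMSO control wells and 100% = blanks with heterologous ssDNA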
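material = hRad51 filaments on single-stranded DNA | reagent = Donor/quencher-labelled 47-bp dsDNA substrate | compound = 10 µM final, single point | schedule = strand-exchange reaction 15 min at room temperature | measured by = fluorescein emission 520 nm, excitation 485 nm | read-out basis = % inhibition versus plate control and blank means | benchmarks = plate controls and plate blanks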
14-3-3 Bad PPI: disrupts binding of bovine 14-3-3 zeta to phospho-Bad peptide; TR-FRET 14-3-3zeta/Dy647-pBad peptide displacement, 1 h; inhibition, % at 21.7 µM; 220,000 compounds, 0.71% hits; AID 781;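 active = inhibition above about 70%, limit read from the data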;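 also: 0% = full 14-3-3 plus peptide FRET controls and 100% = background without 14-3-3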
Wee1 degr inh: inhibitors of human Wee1 degradation. P30291. HeLa Luc-Wee1K328M stability, luciferase luminescence; 100% = proteasome inhibitor MG132 effect. reporter increase, % at 5 µM. 220,000 compounds, 1.2% hits. AID 1321;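 active = activation above the mean of all tested compounds plus 3 SD, set per screening run, cut at about 8.8% in these data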;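 also: cells exposed to compound for 20 h before luminescence read; 0% = DMSO alone and 100% = MG132 at 30 µM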
Target sequence (P30291 whole entry K328M): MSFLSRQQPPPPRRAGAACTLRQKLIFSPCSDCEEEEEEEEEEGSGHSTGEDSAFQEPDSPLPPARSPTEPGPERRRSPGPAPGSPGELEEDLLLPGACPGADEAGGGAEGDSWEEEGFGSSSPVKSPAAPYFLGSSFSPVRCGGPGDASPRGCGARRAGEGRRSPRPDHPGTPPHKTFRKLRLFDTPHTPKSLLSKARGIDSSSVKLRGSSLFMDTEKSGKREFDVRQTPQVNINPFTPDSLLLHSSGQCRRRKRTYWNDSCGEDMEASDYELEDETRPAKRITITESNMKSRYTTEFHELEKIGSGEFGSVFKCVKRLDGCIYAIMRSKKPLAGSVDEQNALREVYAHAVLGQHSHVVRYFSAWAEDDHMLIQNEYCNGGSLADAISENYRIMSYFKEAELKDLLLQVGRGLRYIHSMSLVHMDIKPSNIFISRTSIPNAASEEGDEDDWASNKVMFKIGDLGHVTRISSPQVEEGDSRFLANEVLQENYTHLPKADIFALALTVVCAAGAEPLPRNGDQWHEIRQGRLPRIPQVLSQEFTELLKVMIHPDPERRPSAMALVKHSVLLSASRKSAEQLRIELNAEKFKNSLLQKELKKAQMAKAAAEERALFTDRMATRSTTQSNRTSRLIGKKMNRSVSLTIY
FXIa inh 1536: factor XIa (human) inhibition; P03951; purified FXIa, Boc-Glu-Ala-Arg-AMC fluorogenic substrate; inhibition, % at 5 µM; 220,000 compounds, 0.14% hits;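 active = inhibition of at least 40%; inactive = inhibition below 40%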;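 also: fluorescence of freed AMC excited at 355 nm; 0% = enzyme without compound and 100% = no enzyme blank; many of its hits are not listed in these tables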
KLK5 inh: inhibitors of human kallikrein 5 | Q9Y337 | recombinant hK5, fluorogenic AMC substrate cleavage | inhibition, % at 5 µM | 210,000 compounds, 0.59% hits;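 active = inhibition of 40% or more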;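 also: 0% = enzyme controls without compound and 100% = no-enzyme blanks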
Target sequence (Q9Y337 67-293 limits assumed): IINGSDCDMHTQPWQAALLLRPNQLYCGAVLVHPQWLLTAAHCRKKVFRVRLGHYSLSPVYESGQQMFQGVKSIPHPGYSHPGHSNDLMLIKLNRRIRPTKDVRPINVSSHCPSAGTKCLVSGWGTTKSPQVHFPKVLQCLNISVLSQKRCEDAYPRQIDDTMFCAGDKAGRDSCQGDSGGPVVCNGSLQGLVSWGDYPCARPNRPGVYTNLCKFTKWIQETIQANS
MDM2 E3 inh: inhibitors of human Mdm2 E3 ubiquitin ligase. cell-based MDM2 ubiquitination luciferase reporter, 2 h; 0 = plate control, 100 = twice control, blank-subtracted. signal enhancement, % at 5 µM. 210,000 compounds, 0.11% hits;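 active = signal enhancement of 30% or more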;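 also: luminescence tracks abundance of the self-degrading MDM2-luciferase fusion protein; higher signal means inhibition of MDM2 E3 ligase activity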
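Material: Stable MDM2–luciferase fusion reporter cells | Amount: 2000 cells seeded into each well | Dosing: One concentration, 5 µM, with 0.2% DMSO | Incubation: 4 h cell settling then 2 h compound exposure, 37 °C | Measured by: Luciferase luminescence | Read-out basis: % enhancement relative to plate controls after blank subtraction | Benchmarks: Control and blank well means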
p97 ATPase inh: inhibitors of human p97 ATPase; P55072; recombinant p97 ATPase, Kinase-Glo ATP luminescence, 3 h; inhibition, % at 8 µM; 220,000 compounds, 0.42% hits; in the data active = inhibition above about 15%;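 also: 0% = DMSO vehicle and 100% = wells lacking enzyme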
FXIIa inh: inhibitors of human coagulation factor XIIa. inhibition, % at 5 µM. 220,000 compounds, 0.3% hits. purified FXIIa, Boc-QGR-AMC fluorogenic substrate, 2 h; in the data active = inhibition above about 40%;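 also: 0% = enzyme with no compound and 100% = blank without enzyme; many of its hits are not listed in these tables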
eIF4E 4G PPI: blocks eIF4E binding to eIF4G | AID 782 | inhibition, % at 21.7 µM | P63073+Q04637 | TR-FRET eIF4E-eIF4GI(517-606) binding, 2 h | 220,000 compounds, 0.37% hits;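 active = inhibition above about 30%, limit read from the data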;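 also: 0% = full FRET control wells and 100% = background wells lacking eIF4GI fragment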
* hit, by the source's call; . = no result given; & = joins results of further samples; [ ] = dose if it differs, or a comment.

SMILES | Rad51 HR inh | 14-3-3 Bad PPI | Wee1 degr inh | FXIa inh 1536 | KLK5 inh | MDM2 E3 inh | p97 ATPase inh | FXIIa inh | eIF4E 4G PPI
CCN(CCNC(=O)CN1CCN(Cc2ccc(Cl)cc2)C1=O)c1ccccc1 | -3 | -10 | 0 | -3 | -15 | -13 | -2 | 2 | 14
Cc1ncoc1C(=O)NCCC(c1ccccc1)c1ccccc1 | -8 | 0 | -1 | 4 | 20 | -1 | -6 | . | 1
CCCCC(=O)NC(=S)NNC(=O)CC | 9 | -2[fluorescence artefact?] | 3 | 8 | -67 | -4 | 0 | 15 | 4[fluorescence artefact?]
COc1ccc(OC)c(Nc2ncnc3c2cnn3-c2ccccc2)c1 | -2 | -1 | 0 | -11 | 0 | -15 | -8 | -7 | -2
Fc1ccc([C@@H]2CCNC[C@H]2COc2ccc3c(c2)OCO3)cc1 | -3&-1 | 4 | -3 | . | . | . | -4 | . | 2
COc1ccc(CCn2c(-c3ccncc3)n[nH]c2=S)cc1OC | 2 | -12 | -3 | -7 | -10 | -14 | 2 | 4 | 1
CN(C)CCNC(=O)c1cc2ccccc2oc1=O | -7 | 13 | 1 | 1 | -20 | -13 | 3 | 14 | 8
CCCN1C(=O)/C(=C/c2ccc(C)o2)NC1=S | 15 | -16 | -2 | -1 | -4 | -3 | 9 | 7 | 5
O=C(NCCSCc1ccc(Cl)cc1Cl)c1ccc(CN2CCOCC2)cc1 | 1 | -11 | 0 | 7 | -4 | -1 | -5 | 10 | 2
Cc1nn(CCCNC(=O)C2CCCO2)cc1Br (stereo not drawn) | 5 | 1 | 0 | -4 | 2 | -19 | -2 | 7 | 1
CC(C)Cc1cc(C(=O)Nc2sc3c(c2C#N)CCCC3)no1 | -5 | 6 | 0 | -1 | -1 | -18 | 3 | 10 | 0
COc1ccc(S(=O)(=O)N2CC3CCCN3c3ccc(C(F)(F)F)cc32)cc1 (stereo not drawn) | -5 | -1 | 0 | 4 | -11 | -3 | -1 | 18 | -9
Cc1ccc(CNC(=O)CSc2ncccn2)cc1 | 0 | 14[fluorescence artefact?] | 3 | 3 | 6 | -16 | 7 | 14 | 0
Clc1ccc(Nc2ncnc3ccc(Br)cc23)cc1 | 5 | 4 | -3 | -1 | -3 | -21 | 5 | 14 | 0
CCOC(=O)c1c(C)oc2c1c(CN1CCN(CCO)CC1)c(O)c1ccccc12 | -1 | 38 | 1 | 7 | -24 | -3 | 5 | -2 | 4
CC(/C=N/NC(=O)CCn1nnc2ccccc21)=C\c1ccccc1 | -2 | -3 | 0 | 1 | -7 | -7 | 1 | 7 | 1
CCC(=O)N1COC[C@@H]1Cc1ccccc1 | 9 | -6[fluorescence artefact?] | 3 | 8 | -8 | -23 | 4 | 20 | 8
Cc1c(Cl)cn2c(=O)cc(CN3CCN(c4ccccc4)CC3)nc2c1Cl | -10 | -19 | -1 | 1 | -2 | 7 | 1 | 8 | 4
O=c1c(-c2ccc(F)cc2)coc2cc(O)ccc12 | -4 | 1 | 5 | 2 | 1 | 0 | -2 | 3 | -2
CC(=O)Nc1ccc2nc(NC(=O)c3cccs3)sc2c1 | 1 | -2 | 11* | -2 | -1 | . | 3 | 11 | -4
C/C(=N\NC(=O)Cc1ccc(Cl)cc1)c1ccccn1 | . | 1 | -1 | -4 | -173 | 18 | 3 | 8 | 0
CN(C)S(=O)(=O)c1ccc(C(=O)N2CCN(S(=O)(=O)c3cccs3)CC2)cc1 | 4 | -19 | 6 | 7 | 22 | -1 | 2 | 11 | -1
COc1ccc(NC(=O)Nc2ccc(N3CCCC3=O)cc2)cc1OC | 1 | -3 | 3 | 0 | -1 | -17 | 6 | 16 | -3
CCCn1c(Sc2nnnn2-c2ccccc2)n[nH]c1=O | 4 | 8 | 0 | 1 | -2 | -3 | 5 | 10 | -6
COC(=O)C1C(=O)NCC1c1ccc(C)cc1 (stereo not drawn) | -1 | 69 | 4 | -3 | 35 | -10 | -5 | 3 | 2[fluorescence artefact?]
COc1ccccc1/C=C/CN1CCC(CO)(Cc2ccccc2)CC1 | 12 | -12 | 3 | -4 | -3 | -8 | 1 | 4 | 1
NS(=O)(=O)c1ccc(CNC(=S)NC2CCCCC2)cc1 | 24 | -2 | 1 | 2 | 3 | -1 | 4 | 11 | -6
CCn1c(C2CCN(Cc3ccccc3)CC2)n[nH]c1=S | 21 | -16 | -2 | -3 | -11 | -8 | 4 | 4 | 0
NC(=O)CC(NC(=O)Cc1ccc(Br)cc1)c1ccc(N2CCC(Cc3ccccc3)CC2)c([N+](=O)[O-])c1 (stereo not drawn) | 3 | 0 | . | -2 | 1 | 12 | . | 4 | 2
Cc1ncsc1CCC(=O)N1CCCC(C(=O)c2cccc(Cl)c2)C1 (stereo not drawn) | 0 | -5 | -3 | -6 | -1 | -6 | -5 | 3 | -3
CC1=NN(c2nc3ccccc3s2)C(O)(C(F)(F)F)C1 (stereo not drawn) | -9 | -1 | 0 | -5 | 1 | 1 | 3 | 1 | 4
CCSc1nnc(NC(=O)CC(C)C)s1 | 7 | 2 | 0 | -3 | -3 | 1 | -4 | 1 | 0
Clc1ccccc1C(c1nnnn1Cc1ccco1)N1CCN(Cc2ccco2)CC1 (stereo not drawn) | 0 | 7 | -2 | 7 | -21 | 12 | -5 | 23 | 4
O=C(O/N=C1\CCCc2ccccc21)c1ccc(F)cc1 | -8 | 9 | -4 | -17 | -23 | -9 | -13 | 12 | 2
CCOc1ccc(NS(=O)(=O)c2ccc3[nH]cc(C(=O)NCCOC)c(=O)c3c2)cc1 | . | -7[fluorescence artefact?] | 4 | -6 | 4 | -13 | 4 | -4 | 1
O=C(CSc1nc2[nH]ncc2c(=O)n1-c1ccccc1Br)NCc1ccco1 | 1 | 9 | -1 | -3 | -5 | -8 | 6 | 2 | -5
Cc1oc2cc(O)ccc2c(=O)c1-c1cnn(-c2ccccc2)c1 | 20 | . | 1 | 1 | -26 | -3 | 10 | 13 | .
COc1cc2c(cc1Cl)C(=O)C(F)(c1ccccc1)C(=O)N2 (stereo not drawn) | -10 | 1 | 0 | -5 | -4 | -3 | 1 | 1 | 2
Cc1ccc2c(c1C)NC(C)CC2C (stereo not drawn) | 7 | 50 | 2 | -6 | 5 | -15 | 1 | -1 | -5
CC1(C)Cc2[nH]c(=S)c(C#N)cc2CO1 | -3 | -9 | -5 | 1 | -17 | -5 | 5 | 15 | 23[fluorescence artefact?]
COc1cc(OC)c(/C=N/NC(=O)c2ccncc2)cc1Br | 20 | -4 | -1 | 2 | -10 | -25 | 3 | 6 | -1
CCOc1ccc(CC(=O)Nc2c(C(=O)Nc3ccccc3)oc3ccccc23)cc1OCC | 5 | 3 | 0 | -1 | -3 | -26 | -2 | -7 | -1
Cc1ccc(S(=O)(=O)NC(=NC(C)C(=O)O)c2ccccc2)cc1 (stereo not drawn) | -12 | 33[fluorescence artefact?] | -2 | 2 | -11 | -16 | 3 | 16 | -1
NS(=O)(=O)c1ccc(CCNC(=O)c2ccc(Br)s2)cc1 | 5 | -18 | 5 | 1 | . | -3 | 2 | 11 | 1
CCOC(=O)C1CCN(C(=O)CN(c2ccc3c(c2)OCCO3)S(C)(=O)=O)CC1 | -8 | -14 | 0 | -6 | -7 | -6 | 4 | -3 | -7[fluorescence artefact?]
O=C1CC(c2nc3ccccc3[nH]2)CN1Cc1ccccc1 (stereo not drawn) | 5 | 1[fluorescence artefact?] | 2 | 1 | -5 | -2 | 6 | 14 | -2[fluorescence artefact?]
N#Cc1c(/N=C/c2ccc(Br)s2)sc2c1CCC2 | . | -8 | 0 | 1 | -10 | -16 | -7 | 8 | -1
CCn1c(SCC(=O)c2ccc(O)c(O)c2)nnc1-c1ccc(C)cc1 | -8 | 11 | 2 | -2 | -6 | -18 | 2 | 5 | 4
COc1ccc(C(C)C)cc1S(=O)(=O)N1CCN(C)CC1 | 4 | -8[fluorescence artefact?] | 1 | 1 | -8 | -14 | -4 | 16 | -12
CC(Sc1nnc(-c2cccnc2)n1-c1ccccc1)C(=O)NCc1ccc2c(c1)OCO2 (stereo not drawn) | 8 | 9 | 1 | -6 | -29 | -7 | -2 | 12 | 2
CN(C)CCC(=O)NCC1OCCc2ccccc21 (stereo not drawn) | -15 | 6[fluorescence artefact?] | -1 | 1 | -19 | -5 | 4 | 8 | -4[fluorescence artefact?]
Cc1cc(C)c(NC(=O)c2ccoc2C)c(C)c1 | 1 | 7 | -2 | 5 | 61* | -22 | 1 | 19 | -2
O=C(/C=C/c1cccs1)N1CCC2(CC1)Oc1ccc(Cl)cc1C(=O)C21CC(c2cccnc2)=NO1 (stereo not drawn) | -4 | 9 | . | 2 | 4 | 13 | . | 7 | 0
CCOc1cccc(C(=O)N2CCCCC2c2cccnc2)c1 (stereo not drawn) | 2 | 50[fluorescence artefact?] | -1 | 0 | -34 | 1 | -2 | 13 | -4
COc1ccc(NC(=O)CSc2nc(N)c3cc4c(nc3n2)CC(C)(C)OC4)cc1 | 13 | 3 | -1 | 2 | 3 | -1 | 0 | 4 | -1
CC(=O)Nc1ccccc1NC(=O)c1cc(C)cc(C)c1 | 10 | -10 | 2 | -5 | -3 | 1 | 1 | . | -1
O=C(Cn1cc2c(n1)CCCC2)N1CCCc2ccccc21 | -13 | 1[fluorescence artefact?] | -3 | 5 | 0 | -8 | -4 | 11 | -3[fluorescence artefact?]
COc1ccccc1CNC(=O)C(C)NS(=O)(=O)c1ccc(Br)cc1 (stereo not drawn) | -4 | 4 | 0 | 6 | -1 | 8 | -1 | 5 | -3
CCC(C)(C(=O)NC1CCCC1)N(Cc1ccco1)C(=O)c1ccc2c(c1)OCO2 (stereo not drawn) | -1 | -16 | 1 | -3 | -23 | -4 | -4 | 18 | -6[fluorescence artefact?]
CCc1ccc(C2N(c3ccc(OC)cc3)C(=O)C3CCCN32)cc1 (stereo not drawn) | -1 | -2 | 0 | -8 | -20 | -12 | 4 | 5 | 3
COC(=O)c1cc(NC(=O)c2cccc([N+](=O)[O-])c2C)ccc1Cl | 0 | -1 | 2 | -4 | -19 | -22 | -1 | 0 | -4
COc1ccc(-c2cc(C(=O)N3CCc4ccccc4C3)no2)cc1OC | -2 | 0 | -2 | -7 | -11 | -9 | -10 | 6 | 2

Nothing new here: 4 of the compounds above.
SMILES | Rad51 HR inh | 14-3-3 Bad PPI | Wee1 degr inh | FXIa inh 1536 | KLK5 inh | MDM2 E3 inh | p97 ATPase inh | FXIIa inh | eIF4E 4G PPI
CCC(C)(C(=O)NC1CCCC1)N(Cc1ccco1)C(=O)c1ccc2c(c1)OCO2 (stereo not drawn) | -1 | -16 | 1 | -3 | -23 | -4 | -4 | 18 | -6[fluorescence artefact?]
CCc1ccc(C2N(c3ccc(OC)cc3)C(=O)C3CCCN32)cc1 (stereo not drawn) | -1 | -2 | 0 | -8 | -20 | -12 | 4 | 5 | 3
COC(=O)c1cc(NC(=O)c2cccc([N+](=O)[O-])c2C)ccc1Cl | 0 | -1 | 2 | -4 | -19 | -22 | -1 | 0 | -4
COc1ccc(-c2cc(C(=O)N3CCc4ccccc4C3)no2)cc1OC | -2 | 0 | -2 | -7 | -11 | -9 | -10 | 6 | 2
